Assay outcomes: PubChem BioAssay, several laboratories
hcDAF12 agonist = activators of H. contortus DAF-12 nuclear receptor | activation, % at 6.8 µM | AID 652067 | HEK293 hcDAF-12 lit1-tk-luc reporter, luminescence; 0% DMSO, 100% Δ7-dafachronic acid | 370,000 tested, 1.4% active;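 active means activation above the mean of all tested compounds plus 3 SD, cut at about 5.5% in these data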;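 further: 100% = response to 3 µM Δ7-dafachronic acid high control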
hgDAF12 agonist = agonists of H. glycines DAF-12 nuclear receptor | HEK293 GAL4-hgDAF12 UAS-luciferase reporter, agonist luminescence; normalized to butyrate control | 370,000 tested, 1.8% active | activation, % at 6.8 µM;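 active means activation above a cutoff set at the mean of all screened compounds plus 3 SD, cut at about 10% in these data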;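 further: 0% = DMSO wells and 100% = sodium butyrate wells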
ADAM17 inh = ADAM17 inhibition, QFRET primary screen; P78536; recombinant ADAM17, EDANS/DABCYL FRET peptide cleavage; inhibition, % at 6.95 µM; 370,000 tested, 0.83% active;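 active means inhibition above the mean of compounds lying between control limits plus 3 SD, set per campaign, cut at about 8.5% in these data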;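 further: 0% = DMSO-only wells as the low control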
GC-A act = GC-A (human) enzyme activation. P16066. HEK293 GC-A cells, cGMP TR-FRET, EC30 ANP; 0% at EC30 ANP, 100% saturating ANP. activation, % at 10 µM. 370,000 tested, 0.14% active. AID 1671463; in the data active means activation above about 40%
PG9 binder = binds the HIV-1 gp120 antibody PG9; AID 624416; inhibition, % at 6.7 µM; TR-FRET gp120-PG9 antibody binding; 360,000 tested, 0.43% active; in the data active means inhibition above about 8.5%
GAA850 FXN act = increases GAA850 frataxin promoter reporter activity. 360,000 tested, 0.56% active. HEK293 lucGAA850 FXN promoter luciferase reporter, 24 h; percent of 10 µM SAHA response. activation, % at 6 µM. AID 540364;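 active means activation above the average of all compounds screened plus 3 SD, cutoff fixed separately per campaign, cut at about 7.5% in these data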;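 further: 0% = DMSO wells and 100% = 10 µM SAHA wells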
DAX1 inh-1 = inhibits human nuclear receptor DAX1; inhibition, % at 6.75 µM; HEK293 Gal4-DAX1 luciferase reporter, luminescence; AID 504766; P51843; 340,000 tested, 0.99% active;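 active means inhibition above the mean over all tested compounds plus 3 SD, cut at about 4.2% in these data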;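 further: 0% = DAX1-transfected cells with DMSO and 100% = empty-vector control cells with DMSO; inhibition shows as a rise in luminescence from relieved DAX1 repression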
Target sequence (P51843 207-470 limits assumed): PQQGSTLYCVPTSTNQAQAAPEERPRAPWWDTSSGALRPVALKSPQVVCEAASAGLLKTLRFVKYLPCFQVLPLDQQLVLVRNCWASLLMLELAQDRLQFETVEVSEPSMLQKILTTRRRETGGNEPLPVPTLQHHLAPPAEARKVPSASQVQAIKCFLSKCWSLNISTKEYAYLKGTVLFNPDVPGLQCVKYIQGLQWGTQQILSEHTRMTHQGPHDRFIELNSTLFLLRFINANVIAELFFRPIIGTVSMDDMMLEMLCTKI
SMARCA2 act = SMARCA2 function activation, primary screen; activation, % at 9.1 µM; 370,000 tested, 1% active; MG213 cells, MMTV-luciferase reporter, dexamethasone, overnight; AID 652017; in the data active means activation above about 7.8%;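 further: 0% = vehicle wells and 100% = reference activator wells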
ssDAF12 agonist = activators of S. stercoralis DAF-12 nuclear receptor. HEK293 ssDAF-12/GRIP1 lit1-tk-luc reporter, luminescence; % of 3 µM dafachronic acid response. 370,000 tested, 1% active. activation, % at 6.8 µM;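 active means activation above the mean over all tested compounds plus 3 SD, cut at about 0.9% in these data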;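 further: 0% = DMSO-only wells and 100% = 3 µM delta7-dafachronic acid wells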
DAX1 inh-2 = inhibitors of DAX1 repression of SF-1 activated StAR promoter; HEK293T StAR-luciferase reporter, SF-1/DAX-1 repression relief; inhibition, % at 6.8 µM; 370,000 tested, 1.1% active; AID 652010;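 active means inhibition above the mean over all tested compounds plus 3 SD, cut at about 3.6% in these data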;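 further: 0% = DAX-1 cells with DMSO and 100% = cells lacking DAX-1 with DMSO; higher inhibition means more luminescence from relief of DAX-1 repression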
ADAM10 inh = inhibits human ADAM10. O14672. recombinant ADAM10, EDANS/DABCYL FRET peptide cleavage, 3 h. inhibition, % at 7 µM. 370,000 tested, 0.62% active;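 active means inhibition above a per-campaign cutoff equal to the mean of compounds falling between control-based bounds plus 3 SD, cut at about 20% in these data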;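 further: 0% = DMSO wells while the 100% control is not disclosed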
Target sequence (O14672 214-748 limits assumed): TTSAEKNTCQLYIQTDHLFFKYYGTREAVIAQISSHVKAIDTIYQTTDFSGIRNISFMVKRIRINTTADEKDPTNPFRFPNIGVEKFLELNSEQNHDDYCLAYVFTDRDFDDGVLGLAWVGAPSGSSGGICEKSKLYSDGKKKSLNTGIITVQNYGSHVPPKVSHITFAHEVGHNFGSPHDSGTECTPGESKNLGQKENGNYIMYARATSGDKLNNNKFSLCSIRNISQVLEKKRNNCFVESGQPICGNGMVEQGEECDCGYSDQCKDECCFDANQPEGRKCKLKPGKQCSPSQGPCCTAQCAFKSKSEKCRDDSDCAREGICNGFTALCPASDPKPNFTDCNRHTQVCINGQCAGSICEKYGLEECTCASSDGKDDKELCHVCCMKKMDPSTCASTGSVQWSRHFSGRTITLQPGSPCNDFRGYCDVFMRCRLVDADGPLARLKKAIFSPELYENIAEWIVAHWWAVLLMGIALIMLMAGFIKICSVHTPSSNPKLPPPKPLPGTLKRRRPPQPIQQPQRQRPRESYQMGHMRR
* = called active by the depositor; i = inactive; . = no result given.

SMILES | hcDAF12 agonist | hgDAF12 agonist | ADAM17 inh | GC-A act | PG9 binder | GAA850 FXN act | DAX1 inh-1 | SMARCA2 act | ssDAF12 agonist | DAX1 inh-2 | ADAM10 inh
CCNC(=S)NNC(=O)CC(C)C | 0.1 | -0.8 | -3 | 2 | -2.6 | -0.5 | 6.7* | 2 | -2.2 | -0.1 | 7
CCOc1ccc(S(=O)(=O)Nc2cccc(C(=O)N(C)CC(=O)Nc3cccc(OC)c3)c2)cc1 | -0.8 | -4.9 | 6 | 0 | 0.9 | 3.0 | -1.3 | -4 | -0.9 | -0.4 | 5
CC(C)(C)NC(=O)CSc1nncn1NCc1ccccc1 | -1.7 | -1.3 | -5 | 0 | 0.6 | -0.6 | 0.5 | -3 | -1.2 | 0.2 | -4
Cn1nc(-c2ccccc2)cc1NC(=O)c1ccc(Cl)cc1 | -0.9 | 0.5 | 1 | 2 | -1.1 | -0.4 | 0.1 | 2 | -1.5 | -0.8 | 7
COc1ccc2nc(NC(=O)C34CC5CC(CC(NC(C)=O)(C5)C3)C4)sc2c1 | -0.5 | 5.9 | 7 | 12 | -0.2 | 1.9 | 0.0 | -2 | -0.8 | 0.9 | 8
CCOC(=O)c1cccnc1SCC(=O)N(CC)c1cccc(C)c1 | 0.5 | -2.8 | -2 | -5 | -1.5 | 2.4 | -1.2 | -2 | -1.2 | -1.0 | -1
C[C@@H]1CN([C@@H](C)CO)C(=O)CCCn2nncc2CO[C@H]1CN(C)Cc1ccc(C(F)(F)F)cc1 | -1.2 | 1.7 | 0 | 4 | 1.0 | 2.1 | 0.5 | -2 | -1.2 | 0.2 | -1
COc1cc(CCCN2C(=S)NC[C@@H]2CCCCN)cc(OC)c1OC | 0.3 | 0.1 | 3 | 0 | -1.3 | 1.0 | 0.4 | -1 | -0.8 | 0.5 | 5
O=C(NC1CCCCCC1)C(=O)NC1CC1 | 1.0 | 5.4 | 0 | -1 | -0.3 | -1.0 | 1.5 | -1 | -1.5 | -0.1 | 9
Cc1ccccc1C(=O)Nc1cccc(-c2ccc(N3CCOCC3)nn2)c1 | -1.2 | 3.5 | -5 | -1 | 1.7 | 0.6 | 1.2 | 2 | -0.7 | 2.0 | -9
CC1(c2nnnn2-c2ccc3c(c2)OCCO3)CSCC(=O)N1CCc1c[nH]c2ccccc12 (centres undefined) | -1.7 | 2.5 | 0 | -6 | . | . | . | -1 | -0.9 | -1.7 | 4
CC(C)CC1NC(=O)N(Cc2cc(=O)n3ccsc3n2)C1=O (centres undefined) | -0.1 | 1.2 | -5 | 5 | -0.3 | -1.6 | 0.1 | 1 | -1.3 | -0.1 | -5
O=C(CCc1c[nH]c2ccccc12)NC(Cc1c[nH]c2ccccc12)C(=O)O (centres undefined) | 2.7 | 4.7 | -1 | 2 | 1.3 | 1.2 | 0.4 | 0 | -0.1 | 0.0 | -3
O=C(O)CCCCn1c(SCc2cc(=O)n3cc(Cl)ccc3n2)nc2ccsc2c1=O | -0.6 | 0.1 | -3 | 3 | -1.1 | 2.8 | -0.1 | -5 | 0.1 | 0.6 | -6
CN(CC(=O)Nc1ccccc1Br)C(=O)c1cc([N+](=O)[O-])ccc1N1CCOCC1 | -0.5 | -0.1 | 2 | 1 | -1.1 | -2.4 | 0.6 | -3 | -1.2 | 0.1 | 6
O=C(Cc1cccc(NC(=O)C2CCN(C(=O)C3CCCC3)CC2)c1)Nc1cccc(C(=O)N2CCCCC2)c1 | -1.4 | -0.6 | 2 | 3 | -1.4 | 1.3 | -1.4 | 1 | -1.1 | 0.7 | 1
CCCC(=O)c1ccc(OCc2cn(CC(=O)c3ccc(O)cc3)nn2)cc1 | -0.1 | 0.2 | 1 | 4 | 0.5 | 1.1 | -0.5 | -2 | -0.7 | 0.1 | 4
O=C(CN(C1CCCCC1)S(=O)(=O)c1ccc(Br)cc1)NCc1cccnc1 | -0.8 | 2.9 | -2 | -6 | -1.8 | 0.1 | -0.7 | -2 | -1.5 | 0.0 | -10
CC(C)NC(=O)C1CCN(C2CCN(C(=O)Cc3ccc4c(c3)OCO4)CC2)CC1 | -0.3 | 3.9 | -1 | 3 | -0.4 | -0.7 | 2.3 | -1 | -0.9 | -0.1 | -7
CN(C(=O)COC(=O)c1ccc(Cl)cc1N)C1CCCCC1 | 1.9 | 5.6 | -69 | 1 | 0.6 | 0.8 | 0.8 | 1 | -1.2 | 0.3 | -258
Nc1cc(Cl)ccc1C(=O)OCC(=O)NC1CCS(=O)(=O)C1 (centres undefined) | 0.6 | 0.1 | -170 | 1 | 1.7 | 0.6 | 0.7 | -2 | -0.8 | 0.7 | i
CC12CCCCC1C(C(N)=O)C(=O)O2 (centres undefined) | 1.5 | -3.5 | -1 | 1 | 2.0 | 1.9 | 0.0 | 3 | -1.3 | 0.4 | 3
CN(C)c1ccnc(Oc2ccc(C(C)(C)C)cc2)c1C#N | -0.8 | 2.9 | -1 | 5 | 1.9 | 3.9 | 0.9 | 1 | -0.7 | 1.6 | 3
Cc1ccc(SCc2c(C(=O)N/N=C/c3cccnc3)nnn2-c2nonc2N)cc1 | -1.2 | -0.9 | 2 | -1 | 1.0 | -1.8 | -0.8 | -3 | -0.6 | -0.3 | 5
CCOc1cc(N2CCOCC2)c(OCC)cc1NC(=O)c1ccc(S(=O)(=O)N2CC(C)OC(C)C2)cc1 (centres undefined) | 1.7 | -0.8 | -4 | -2 | -1.7 | 2.3 | -0.7 | 0 | -1.6 | 0.6 | -12
CCOC(=O)N1CCN(c2nc(-c3ccc(Cl)cc3)cs2)CC1 | -0.8 | 4.0 | 1 | -3 | -2.7 | 0.7 | 1.8 | 1 | -1.8 | -0.1 | 6
Cc1ccc(-n2ncc3c2CC(C)(C)CC3NC(=O)CN2CCCC2=O)cc1 (centres undefined) | -1.4 | -0.1 | -5 | 2 | -0.9 | -0.1 | 0.0 | -2 | -1.0 | -0.9 | -4
CC(C(=O)Nc1ncccn1)(c1ccccc1)c1ccccc1 | -1.0 | -2.1 | 0 | 0 | -3.8 | 1.4 | -0.7 | -3 | 0.2 | 0.3 | 0
CSc1nnc(SCC(=O)N(C)c2c(N)n(Cc3ccccc3)c(=O)[nH]c2=O)s1 | -0.1 | 0.0 | -2 | -3 | -0.9 | -0.5 | 0.0 | -2 | -0.5 | 0.9 | -8
COc1ccc(CCN2CC(C(=O)NCc3cccc(F)c3)CCC2=O)cc1 (centres undefined) | 1.2 | 2.1 | -2 | 1 | -0.3 | -0.5 | -0.1 | -3 | -0.8 | -1.0 | 0
COc1cccc(C(C)NC(=S)NCc2ccc(Cl)cc2)c1 (centres undefined) | -0.5 | 1.3 | 1 | 0 | 6.3 | 0.1 | 1.7 | 1 | -1.6 | 0.0 | -1
Cc1nc2ccc(NC(=O)c3cccs3)cc2s1 | 2.7 | 8.1 | -3 | 3 | -3.0 | 5.5 | 0.5 | 8 | 0.1 | 7.4* | 6
Cc1ccccc1NC(=O)Cn1nc(-c2ccc(Cl)s2)ccc1=O | 0.0 | -2.9 | -5 | 1 | -1.2 | 5.2 | -0.4 | -1 | -0.4 | -1.1 | -31
CCOc1ccc(NCC2CCOC(C)(C)C2)cc1 (centres undefined) | -0.2 | -0.8 | 3 | 0 | -3.2 | -0.6 | 1.2 | 0 | -1.4 | 0.0 | -8
O=S(=O)(c1ccc(SCCO)nc1)N1CCOCC1 | 1.4 | 6.0 | -4 | 0 | 0.3 | 1.9 | -0.5 | 0 | -0.5 | 2.5 | -8
C/C(=N\Nc1nc(C)cc(C)n1)c1ccc(C)o1 | -1.1 | 0.4 | 0 | 2 | -1.1 | -0.1 | . | -2 | 0.0 | -0.1 | 0
CCC(CC)C(=O)OCC(=O)C1(O)CCC2C3CCC4=CC(=O)CCC4(C)C3C(O)CC21C (centres undefined) | -1.5 | -6.1 | -3 | 3 | 0.1 | 0.8 | 0.9 | -5 | -1.7 | 0.0 | -1
COc1ccc(CNC(=O)C2=CC(c3ccc(OC)c(OC)c3)=NS(=O)(=O)N2C)cc1 | -1.8 | -0.6 | 0 | 1 | -0.2 | -1.1 | 0.6 | 0 | -1.3 | -1.0 | 1
CCN1CCn2c3c(c4cc(Cl)ccc42)CCCC31 (centres undefined) | 2.4 | 0.8 | -1 | -2 | -0.9 | 1.7 | 0.6 | -1 | -0.6 | 1.7 | -5
C1CN(c2nc3nonc3nc2N2C[C@H]3CC[C@H]2C3)CCS1 | 2.4 | 0.2 | -2 | 3 | -0.5 | 1.1 | -0.5 | -3 | -1.4 | 0.1 | -4
CC1(C)CC(=O)C(N=Nc2ccc(-c3ccccc3)cc2)=C(O)C1 | -1.0 | -0.4 | 0 | -2 | 0.6 | 2.7 | 3.8 | 0 | -0.8 | 0.5 | -6
COc1ccc(CN2CCN(c3nc4ccccc4s3)CC2)cc1 | 2.1 | -1.5 | -4 | 5 | -0.5 | 3.4 | 0.1 | 4 | -0.6 | -0.1 | 2
COCCNC(=O)/C(C#N)=C/C=C/c1ccccc1[N+](=O)[O-] | -0.9 | -6.2 | 1 | -2 | -1.4 | 6.9 | -1.0 | 12* | -0.7 | -1.7 | 3
COc1ccc(C(O)c2nc(-c3ccc4ccccc4c3)cs2)cc1 (centres undefined) | 1.5 | 3.5 | 20* | -5 | 0.1 | 2.9 | . | -1 | -0.6 | 1.3 | 42*
Cc1ccc(/C=C/C(=O)Nc2nn[nH]n2)o1 | 0.8 | -0.1 | -11 | 2 | -2.5 | 1.2 | 0.8 | -3 | -1.2 | -0.2 | -29

The last two records of the part before are carried over, then new ones follow:
SMILES | hcDAF12 agonist | hgDAF12 agonist | ADAM17 inh | GC-A act | PG9 binder | GAA850 FXN act | DAX1 inh-1 | SMARCA2 act | ssDAF12 agonist | DAX1 inh-2 | ADAM10 inh
COc1ccc(C(O)c2nc(-c3ccc4ccccc4c3)cs2)cc1 (centres undefined) | 1.5 | 3.5 | 20* | -5 | 0.1 | 2.9 | . | -1 | -0.6 | 1.3 | 42*
Cc1ccc(/C=C/C(=O)Nc2nn[nH]n2)o1 | 0.8 | -0.1 | -11 | 2 | -2.5 | 1.2 | 0.8 | -3 | -1.2 | -0.2 | -29
CCOC(=O)c1ccc[n+](CC(=O)Nc2ccccc2OC(F)F)c1 | -0.8 | 0.4 | -1 | 0 | 4.3 | -1.9 | -1.1 | 1 | 0.8 | 0.8 | -8
Cc1c(Cl)cccc1N=C1NC(=O)CS1 | -1.9 | -3.0 | -3 | 4 | 0.4 | -1.0 | 2.3 | -2 | -1.1 | 0.7 | -11
O=C(CN1C(=O)c2ccccc2C1=O)NCC1CCCO1 (centres undefined) | -0.8 | -1.0 | 0 | -2 | -0.1 | 0.6 | 0.9 | -5 | -0.8 | 0.1 | 6
CCC(C)CCCCNC1=NCCS1 (centres undefined) | -0.3 | -0.6 | -1 | 1 | 1.7 | -0.6 | -0.5 | -4 | -1.1 | -0.7 | 2
Cc1cc(NC(=O)CSc2nc(-c3ccc(F)cc3)cs2)no1 | -2.5 | -1.1 | 3 | 1 | -2.5 | 0.1 | 0.6 | 1 | -1.6 | -1.0 | 5
